SW480 rerep: A quantitative high throughput screen for small molecules that induce DNA re-replication in SW480 colon adenocarcinoma cells. 1.8% of 340,000 active. Potency, µM (titrated, usually from 46.1 µM), for inactives: at the highest dose re-replication activation, most hits filed as activators. AID 624297, 2012. SW480 DNA re-replication, Hoechst DNA content imaging, 48 h; further: potency means the concentration at half of the fitted maximal effect; % of control where 0% means no effect; nearly all actives have a fitted effect of over 55% in size
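SW480 cells exposed to compounds for 48 hr at 37 C, 5% CO2, then Hoechst-stained 40 min. Nuclear DNA content imaged by fluorescence scanning (405 nm excitation, 500-530 nm emission); re-replication scored as increased high-intensity nuclei.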
KB-3-1 tox: qHTS assay for MDR1-selective chemotherapeutics: Primary screen using the parental adenocarcinoma cell KB-3-1; 1.4% of 400,000 active; Potency, µM (titrated, usually from 46.1 µM), without a hit: at the highest dose activity change, negative = cytotoxic, hits mostly cytotoxic; KB-3-1 viability, CellTiter-Glo ATP luminescence, 72 h; further: potency means the concentration at half of the fitted maximal effect; on the % scale 0 is the no-effect control and ±100 the full control effect; nearly all actives have a fitted effect of over 60% in size
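Cytotoxicity measured as CellTiter-Glo luminescence after 72 h at 37 C. Compound titrations were pinned onto drug-naive KB-3-1 parental adenocarcinoma cells grown in DMEM with 10% FBS, and normalized data fitted to concentration-response curves.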
HT1080 IDH1KD tx: qHTS for induction of synthetic lethality in tumor cells producing 2HG: qHTS for the HT-1080-IDH1KD cell line; 2% of 360,000 active; HT-1080 IDH1 knockdown viability, ATP luminescence, 48 h; Potency, µM (highest dose often 46.1 µM), inactives show top-dose activity, negative = toxicity, usual class: cytotoxic;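 further: potency means the concentration at half of the fitted maximal effect; 0% = DMSO wells and -100% = cell-free medium wells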
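Knockdown cells (IDH1KD HT-1080) received compounds 2 h after plating at 750 cells/well and were kept 48 h at 37 °C in 5% FBS RPMI. A CellTiter-Glo luminescence read gave % activity for curve fitting.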
GLP1R ag: qHTS of GLP-1 Receptor Agonists; HEK293 GLP-1R CRE-luciferase, luminescence, 4-6 h; cells express a hypersensitive GLP-1R form; Potency, µM (series often up to 45.6 µM), for the others: top-dose activation, usual class: activators; 0.007% of 380,000 active; Glucagon-like peptide 1 receptor (Homo sapiens), P43220; further: potency means the concentration at half of the fitted maximal effect; % of control where 0% means no effect
Target sequence (P43220 whole entry, looked up): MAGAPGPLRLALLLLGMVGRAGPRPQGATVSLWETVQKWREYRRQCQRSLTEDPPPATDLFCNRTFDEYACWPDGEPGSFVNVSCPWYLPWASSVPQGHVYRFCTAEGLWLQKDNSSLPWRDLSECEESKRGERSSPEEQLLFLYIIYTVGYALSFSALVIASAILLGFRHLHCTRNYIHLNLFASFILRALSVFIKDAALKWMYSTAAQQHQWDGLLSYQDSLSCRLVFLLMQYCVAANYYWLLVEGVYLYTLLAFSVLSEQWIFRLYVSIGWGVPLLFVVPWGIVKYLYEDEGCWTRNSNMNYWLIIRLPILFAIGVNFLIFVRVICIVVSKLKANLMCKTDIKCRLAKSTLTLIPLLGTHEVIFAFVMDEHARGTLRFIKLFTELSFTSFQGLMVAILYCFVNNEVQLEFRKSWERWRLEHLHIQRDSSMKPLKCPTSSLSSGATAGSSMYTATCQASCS
DRD3 agonist: qHTS of D3 Dopamine Receptor Agonist: qHTS; D(3) dopamine receptor (Homo sapiens), P35462; AID 652048, 2013; 0.58% of 410,000 active; max activation, %; D3R DiscoveRx beta-arrestin cells, luminescence, 90 min; in the data active means max activation above about 30%; further: 0% is about no effect; mostly tested at two doses, the higher about 12 µM
Target sequence (P35462 whole entry, looked up): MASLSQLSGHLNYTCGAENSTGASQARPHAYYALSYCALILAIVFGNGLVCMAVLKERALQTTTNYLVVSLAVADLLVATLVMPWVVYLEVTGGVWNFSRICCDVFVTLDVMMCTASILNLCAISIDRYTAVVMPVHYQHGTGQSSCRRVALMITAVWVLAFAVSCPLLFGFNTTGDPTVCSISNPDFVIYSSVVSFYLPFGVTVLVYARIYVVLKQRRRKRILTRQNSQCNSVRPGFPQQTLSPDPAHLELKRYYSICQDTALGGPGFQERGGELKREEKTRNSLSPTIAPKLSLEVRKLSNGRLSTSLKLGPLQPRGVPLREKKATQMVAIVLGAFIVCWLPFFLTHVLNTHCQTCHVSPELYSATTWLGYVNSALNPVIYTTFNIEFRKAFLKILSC
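Cells at 1500/well, incubated overnight, then treated with pinned compounds (dopamine as control) for 90 min at 37 degrees C. DiscoveRx reagent added for 30 - 60 minutes at room temperature; luminescence read.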
HT1080NT lethal: qHTS for induction of synthetic lethality in tumor cells producing 2HG: qHTS for the HT-1080-NT fibrosarcoma cell line; Potency, µM (doses to about 46.1 µM), inactives show at the top dose activity, negative = less viability, hits mostly cytotoxic; AID 686970, 2013; 1.6% of 360,000 active; HT-1080-NT fibrosarcoma viability, CellTiter-Glo ATP luminescence, 48 h;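 further: NT is the 2HG producing partner of a matched IDH1 knockdown line; potency means the concentration at half of the fitted maximal effect; 0% = DMSO-treated cells and -100% = media-only wells without cells; nearly all actives have a fitted effect of over 55% in size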
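Compounds were tested in concentration-response format on HT-1080-NT cells for 48 hours at 37 degrees C. Cell viability came from CellTiter-Glo luminescence; curves were classified by r2, response magnitude and activity.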
IL-1B inflam inh: qHTS for Inhibitors of Inflammasome Signaling: IL-1-beta AlphaLISA Primary Screen | THP-1 LPS/ATP IL-1B secretion, AlphaLISA, 16 h; active compounds read low | 4.7% of 360,000 active | activity change, % at 57.5 µM; in the data active means activity change below about -50%; inconclusive means mostly about -30% to -49%; further: on the % scale 0 is the no-effect control and ±100 the full control effect
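THP-1 cells pretreated 1 hr with compounds (up to 57.5 uM final), then stimulated with LPS (250 ng/mL final) plus ATP (1.25 mM final); secreted IL-1B measured by AlphaLISA after 16 hr, decreased signal indicating inhibition.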
D3 antag: qHTS of D3 Dopamine Receptor Antagonist: qHTS. D3R cells, DiscoveRx beta-arrestin luminescence, antagonist mode; active compounds read low. max response, negative = inhibition, %. 2.5% of 360,000 active. AID 652054, 2013; in the data active means max response below about -50%; inconclusive means no clear call, values can overlap the other calls; further: on the % scale 0 is the no-effect control and ±100 the full control effect; mostly tested at two doses, the higher about 12 µM
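Cells expressing the human receptor were seeded at 1500 cells/well, incubated overnight at 37 degrees C in 5% CO2, then exposed to library compounds with dopamine controls for 90 minutes at 37 degrees C before luminescent detection.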
KB-V1 cytotox: qHTS assay for MDR1-selective chemotherapeutics: Primary screen using the drug-selected MDR subline cells KB-V1 | KB-V1 MDR cells viability, CellTiter-Glo, 72 h | Potency, µM (titrated, usually from 46.1 µM), for the others: top-dose activity change, negative = cytotoxicity, hits mostly cytotoxic | 3.4% of 400,000 active; further: potency means the concentration at half of the fitted maximal effect; on the % scale 0 is the no-effect control and ±100 the full control effect; nearly all actives have a fitted effect of over 60% in size
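Cytotoxicity toward P-gp-expressing KB-V1 cells was determined as loss of CellTiter-Glo luminescence after 72 h at 37 degrees C. Compounds were tested in quantitative HTS format across a concentration range, with curves fitted to normalized data.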
Starred values were filed as active, the others as inactive; ? = inconclusive; . = not tested or not shown; & = joins results of further samples; [ ] = remark or other dose. Unless noted, the call rests on the fitted dose curve; in most records, active means well fitted curve in the direction sought with a large enough effect; inconclusive means small, poorly fitted or top-dose-only effect, or another doubt; inactive means no such curve, though single readings can be large; an effect the other way counts as inactive or inconclusive.

SMILES | SW480 rerep | KB-3-1 tox | HT1080 IDH1KD tx | GLP1R ag | DRD3 agonist | HT1080NT lethal | IL-1B inflam inh | D3 antag | KB-V1 cytotox
CC(=O)NC(Cc1cccc(F)c1)C(=O)NC1CCN(c2ncccc2[N+](=O)[O-])CC1 (configuration not stated) | -9% | 14% | -1% | 2% | 1 | 2% | 1 | -5 | 0%
COc1ccc(Cc2c(-c3cccc(Cl)c3)nc3ccc(Br)cn23)c(C)c1 | . | -1% | -14% | 5% | 5 | -1% | 80 | 2 | -4%
Cc1cc(N/N=C/c2ccc([N+](=O)[O-])o2)nc2ccccc12 | ? | 2% | -14% | 12% | -5 | -12% | -25 | -26 | ?
O=C(C1CC(c2cccc(Br)c2)=NO1)N1CCc2ccccc2C1 (configuration not stated) | ? | -11% | -7% | 3% | 11 | 1% | -14 | -16 | -12%
COc1cc(/C=N/NC(=O)c2ccc(CSc3nc4ccccc4[nH]3)cc2)cc(OC)c1OC | ? | 5% | -19% | 2% | -7 | -7% | 6 | -13 | ?
Cc1ccc(COCC(CC(C)C)N2CCN(C(=O)c3cccc(C(F)(F)F)c3)CCC2=O)cc1 (configuration not stated) | -4% | 0% | -10% | 5% | 1 | -3% | -27 | -11 | -4%
Cc1cccn2c(=O)c(/C=C(\C#N)C(N)=O)c(N3CCN(Cc4ccc5c(c4)OCO5)CC3)nc12 | 3% | ? | -15% | 7% | -5 | -2% | -51* | 0 | -19%
CCN(CC)C(=O)CSc1ncnc2c1cnn2Cc1ccccc1 | 4% | -20% | 9% | 1% | 1 | 3% | -3 | 46 | ?
Cc1ccc(N2C(=O)CCC2(C#N)c2ccccc2)cc1 (configuration not stated) | 5% | 4% | 3% | 21% | 4 | 6% | 9 | 8 | -19%
CCCOc1ccc(OCCn2nc(C(=O)O)c3ccccc3c2=O)cc1 | 5% | 4% | 0% | 12% | -5 | 14% | 16 | -1 | -15%
O=C(NCc1cccc(C(F)(F)F)c1)c1cccc2c1C(=O)c1ccc(N3CCC(Cc4ccccc4)CC3)cc1S2(=O)=O | 13% | 1% | 11% | -1% | 10 | ? | -2 | 5 | 3%
Cc1ccc(-n2c3nc(=O)[nH]c(=O)c-3cc3c(C)nn(-c4ccccc4)c32)cc1Cl | . | ? | . | 0% | -1 | . | . | . | -2%
O=C(CSc1n[nH]c(=O)n1Cc1ccco1)Nc1ccccc1Cl | -8% | 18% | 0% | -1% | 12 | 0% | -1 | 10 | -6%
CCOP(=O)(OCC)C(NC(=O)Nc1cccc(Cl)c1)C(N)=O (configuration not stated) | 1.5µM* | -8% | -1% | -7% | 1 | 3% | -12 | 4 | ?
O=C(Nc1ccc(F)cc1F)c1ccc2nc(N3CCOCC3)sc2c1 | -1% | 0% | -4% | 14% | 0 | -10% | -1 | 4 | ?
CS(=O)(=O)N(CC(=O)NCCSCc1cccc(Cl)c1)c1ccc(F)cc1 | 20% | -3% | -1% | 4% | 3 | -9% | -29 | 8 | -21%
CC1CCC(C(C)C)C(OC(=O)C2=C3c4ccccc4S(=O)(=O)N3CC2)C1 (configuration not stated) | -9% | -9% | 17% | -13% | 0 | 15% | 19 | 0 | 0%
CC(=O)NCCC(=O)N1CCCC(N2CCN(c3cccc(Cl)c3)CC2)C1 (configuration not stated) | -3% | 16% | 15% | 5% | 1 | 4% | 5 | -6 | -13%
Cc1c(/C=N/n2cnnc2)c2ccccc2n1CCOc1ccccc1 | 24% | 5% | ? | 1% | -6 | ? | 20 | 15 | ?
COc1cccc(C(=O)O/N=C(\N)CS(=O)(=O)c2ccccc2)c1 | 0% | 2% | 16% | 0% | 2 | 14% | 30 | 20 | 8%
Cc1cc(C)c(NC(=O)CCc2c(C)noc2C)c(C)c1 | -1% | -7% | 7% | -7% | -3 | 2% | 9 | 2 | ?
Cc1cccc(NC(=O)C2CCCN2C(=O)Oc2ccccc2)c1 (configuration not stated) | 1% | 2% | 5% | -2% | -5 | 0% | -16 | 4 | ?
CCOc1ccc(CCNC(=O)c2ccc3c(Cl)c4c(nc3c2)CCCC4)cc1 | . | ? | . | 1% | 1 | . | . | . | -11%
Cc1ccc2nc(SCC(=O)N3N=C(c4cccs4)CC3c3ccc(F)cc3)nc(=O)n2c1 (configuration not stated) | . | -6% | -27% | -1% | -4 | -26% | ? | -13 | 6%
O=C(CCCC(=O)c1ccccc1)NCCc1ccccc1 | -3% | 0% | 4% | 15% | 7 | 0% | 19 | -22 | 19%
Cc1ccc2nc(-c3ccccc3)cc(C(=O)NCC(c3ccco3)N(C)C)c2c1 (configuration not stated) | -4% | -2% | -4% | 3% | -26 | 4% | -10 | 7 | -11%
Cc1csc2c(=O)sc(NC(=O)c3ccc(F)cc3)nc12 | -1% | -2% | 17% | 1% | -17 | 8% | . | -2 | -10%
O=c1cc(CN2CCN(S(=O)(=O)c3ccc4c(c3)OCCO4)CC2)c2ccc(O)cc2o1 | 10% | -10% | 6% | 1% | -1 | 11% | 26 | 11 | 0%
CC(=O)Nc1ccc(S(=O)(=O)N=S(C)(C)=O)cc1 | 2% | 16% | 14% | -2% | -1 | 15% | 19 | -2 | 2%
COc1ccc(C)cc1S(=O)(=O)N(CC(N)=O)Cc1ccccc1 | -4% | 8% | 0% | 1% | -4 | 1% | -2 | -21 | -3%
COc1cccc(C(=O)OCC(=O)c2c[nH]c3ccccc23)c1O | -37%[1.84 µM] | 5% | -4% | 14% | 5 | -24% | 8 | -23 | 18%
CC(C)CNC(=O)C(=O)Nc1cc2c3c(c1)C(C)C(=O)N3CCC2 (configuration not stated) | -5% | 6% | 2% | 8% | 3 | -1% | 16 | 1 | -1%
CC(C)C(=O)Nc1c2c(nc3c1CCC3)CCCC2 | -1%[9.22 µM] | -4% | 4% | 1% | -1 | 6% | 16 | -5 | 0%
O=C1CCCN1CN1CCCCC1 | 14% | 0% | -3% | 5% | -4 | -6% | -3 | -6 | 0%
O=C(O)c1cc(C2CC2)nc2ccccc12 | -12%&2% | 6% | 4% | -5% | 1 | 13% | 39 | -13 | -7%
S=C(NCCc1ccccc1)Nc1ccccc1 | ? | 1% | 16% | 18% | -8 | ? | 22 | ? | 4%
CCCCN1C(=O)C(CC(=O)NCCCN(C)C)CC(C(=O)N2CCOCC2)=C1C (configuration not stated) | . | -13% | -1% | -1% | -4 | -2% | 23 | -23 | -15%
O=C(OCc1ccc([N+](=O)[O-])cc1)c1cc(=O)c2ccccc2o1 | 0% | -5% | 20% | -1% | -5 | -2% | 15 | -20 | 2%
CC(=O)Nc1ccc(SCC(=O)Nc2ccccc2Oc2ccccc2)cc1 | 1% | -12% | -2% | 4% | 0 | -3% | -19 | 2 | 4.6µM*
CCN(CC)S(=O)(=O)c1cccc(NC(=O)/C=C/c2cccc([N+](=O)[O-])c2)c1 | -2% | ? | -19% | -1% | 8 | -14% | 17 | 2 | -4%
Cc1cc(NCCCN2CCOCC2)n2nc(C)c(-c3ccc(F)cc3)c2n1 | 2% | -19% | ? | 17% | 6 | ? | -57* | -24 | -9%
COc1ccc(-c2c(C#Cc3ccsc3)c3cc(-c4ccc5[nH]ccc5c4)ccc3n2C)cc1 | -1% | -2% | 1% | -8% | -28 | -2% | 1 | 30 | 2%
Cc1nc2scc(C)n2c(=O)c1S(=O)(=O)NCC1CCN(Cc2ccc(F)cc2)CC1 | 0% | 0% | 12% | 6% | -6 | 5% | 41 | -9 | -20%
COc1ccc(-c2cc(C(=O)NCc3ccco3)c3ccccc3n2)cc1 | 12% | -12% | -1% | 19% | 8 | -2% | 0 | -10 | -9%
Cc1cc(C)cc(N(CC(=O)N2CCCCCC2)S(C)(=O)=O)c1 | -6% | 11% | 3% | 18% | -15 | 1% | 3 | -4 | ?
CCOC(=O)c1ccc(NC(=O)CSc2nc3sc(C(=O)O)c(C)c3c(=O)[nH]2)cc1 | ? | -4% | -1% | -1% | -7 | -2% | 12 | 9 | -6%
COc1ccc(S(=O)(=O)N(CC(=O)N2CCN(C)CC2)c2ccccc2)cc1OC | -4% | -6% | -4% | -5% | -17 | -2% | -6 | ? | -3%
CC12C=CC3(O1)C(C(=O)N1CCCOC13)C2C(=O)O (configuration not stated) | -2% | 10% | -21% | 1% | 6 | 2% | 2 | -4 | -9%
CCOC1(C)OCC(=O)[C@]2(CCC3C4CCC5=CC(=O)C=CC5(C)C4C(=O)CC32C)O1 (some centres not stated) | -2% | 18% | 6% | 5% | 6 | 11% | 4 | 20 | 0%
CCc1cccc(C)c1NC(=O)CC1Oc2ccc(C)cc2NC1=O (configuration not stated) | 2% | -10% | 5% | -1% | 3&-15 | 10% | 28 | 17 | 1%

Entries above that contain a CF3 group (2):
SMILES | SW480 rerep | KB-3-1 tox | HT1080 IDH1KD tx | GLP1R ag | DRD3 agonist | HT1080NT lethal | IL-1B inflam inh | D3 antag | KB-V1 cytotox
Cc1ccc(COCC(CC(C)C)N2CCN(C(=O)c3cccc(C(F)(F)F)c3)CCC2=O)cc1 (configuration not stated) | -4% | 0% | -10% | 5% | 1 | -3% | -27 | -11 | -4%
O=C(NCc1cccc(C(F)(F)F)c1)c1cccc2c1C(=O)c1ccc(N3CCC(Cc4ccccc4)CC3)cc1S2(=O)=O | 13% | 1% | 11% | -1% | 10 | ? | -2 | 5 | 3%
